Screening results as filed in PubChem BioAssay.
PhoP inhibition – PhoP-dependent GFP reporter repression – Salmonella Typhimurium, primary screen (AID 1863); S. Typhimurium PhoP-regulated promoter GFP reporter, 4 h; higher % means a stronger effect; inhibition, % at 50 µM, or IC50 in µM where a hit was titrated; 0.16% of 300,000 active;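 active = inhibition over 29.93%, a cutoff 3 SD above the screen mean, later confirmed by dose response; inconclusive = inhibition over 29.93% but no dose response follow-up; inactive = inhibition at most 29.93% or unconfirmed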;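 note: 0% = low Mg2+ inducing control and 100% = high Mg2+ repressing control; strong numbers were not always called active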
Large T inhibition – SV40 large T antigen inhibitors, biochemical (AID 1903). SV40 large T antigen ATPase/helicase inhibition assay; higher % means a stronger effect. 0.39% of 310,000 active. one-dose inhibition, % at 20 µM; IC50 in µM for titrated hits; in the data active = a potency from the dose series; inconclusive = inhibition mostly from about 32% at the one dose, without a potency; inactive = the rest, 99 in 100 with inhibition below about 32%; note: strong numbers were not always called active
GPR55 antagonists – inhibition of LPI-stimulated GPR55 beta-arrestin translocation – imaging, U2OS, beta-arrestin-GFP, LPI agonist, primary screen (AID 2013); 0.13% of 290,000 active; inhibition, % at 10 µM, or IC50 in µM where a hit was titrated; U2OS GPR55 beta-arrestin-GFP translocation imaging, LPI antagonism; higher % means a stronger effect;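 active = spots per cell inhibited over 60%, with over 100 cells counted and total cytoplasm intensity under 500,000; inconclusive = wells with under 100 cells, flagged as likely toxic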;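 note: U2OS cells stably carrying GPR55 and arrestin-GFP stimulated by 5 µM LPI near EC80; imaged beta-arrestin-GFP aggregate spots per cell after agonist stimulation; plate controls were LPI-stimulated DMSO wells for no effect and DMSO wells without LPI for full effect; some results filed as inactive read as strong as hits; confirmed hits need IC50 under 10 µM and bright autofluorescent wells are also inconclusive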
RSV antiviral HEp-2 – inhibition of RSV-induced cytopathic effect – HEp-2 cells, primary 10 µM value included (AID 2391); 0.13% of 310,000 active; CPE inhibition, % at 10 µM; hits with a dose series show IC50 in µM; HEp-2 cells, RSV-induced CPE inhibition; higher % means a stronger effect; in the data active = a potency from the dose series; inconclusive = CPE inhibition mostly from about 23% at the one dose, without a potency; inactive = the rest, 99 in 100 with CPE inhibition below about 21%; note: strong numbers were not always called active
HIV peptide binding – inhibitors of HIV fusion peptide binding, primary screen, biochemical, uHTS, fluorescence dequenching (AID 1986) | inhibition, % at 20 µM, or IC50 in µM where a hit was titrated | cell-free peptide binding, fluorescence dequenching, 30 min; higher % means a stronger effect | 0.3% of 290,000 active; in the data active = inhibition mostly above about 52%, no sharp cut-off; inactive = mostly below about 76%; note: some results filed as inactive read as strong as hits
Rac1 GTP hydrolysis – MgcRacGAP GTPase-activating activity inhibitors, confirmation, biochemical, ADP Hunter fluorescence; MgcRacGAP-stimulated Rac1 GTP hydrolysis, ADP Hunter fluorescence; higher % means a stronger effect; GST-tagged Rac1 F28L mutant substrate; inhibition, % at 30 µM; hits with a dose series show IC50 in µM; 0.6% of 340,000 active; AID 624330;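 active = first-screen hits whose inhibition reached a set limit at any dose in the follow-up dose series; inconclusive = inhibition above the set first-screen limit but never retested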;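 note: fluorescence reports GDP produced by GAP-driven GTP hydrolysis; strong numbers were not always called active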
Dengue-2 NS5 capping – flavivirus cap methylation enzyme inhibition – biochemical, confirmation dose response, primary screen (AID 588689); Dengue-2 NS5 methyltransferase capping enzyme assay, biochemical; higher % means a stronger effect; inhibition, % at 25 µM, or IC50 in µM where a hit was titrated; 0.3% of 340,000 active; in the data active = a potency from the dose series; inconclusive = inhibition above about 29% without an active follow-up result
GPR35 arrestin U2OS – GPR35 antagonists blocking zaprinast-driven arrestin recruitment, primary screen, imaging, U2OS, beta-arrestin-GFP, zaprinast agonist (AID 2058) | one-dose inhibition, % at 10 µM; IC50 in µM for titrated hits | 0.052% of 290,000 active | U2OS GPR35 beta-arrestin-GFP translocation imaging, zaprinast antagonism; higher % means a stronger effect;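 active = inhibition of at least 50% with at least 30 cells and total cytoplasm GFP at most 10,000,000; inconclusive = under 30 cells or total GFP of 10,000,000 plus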
K1F lysis inhibition – inhibition of K1F phage lysis, E. coli UTI89, bacterial capsule biogenesis inhibitors, alamar blue (AID 488966) | E. coli UTI89 K1F phage lysis, alamar blue, 2 h; higher % means a stronger effect | inhibition, % at 100 µM; hits with a dose series show IC50 in µM | 0.02% of 340,000 active;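 active = phage lysis inhibition, versus mean bacterial control, above a set limit; inconclusive = no clear call, values can overlap the other calls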;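 note: capsule biogenesis inhibitors block K1F phage lysis so surviving cells raise fluorescence; higher fluorescence means more inhibition of phage lysis; actives were called in the ten point dose series up to 300 µM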
Dengue-2 NS5 capping pilot replicate – further read-out of Dengue-2 NS5 capping, marked with its call; inhibition, %; measured here: pilot screen replicate inhibition
* hit, by the source's call; ? = inconclusive; . = no result given; [ ] = remark or other dose.

SMILES	PhoP inhibition	Large T inhibition	GPR55 antagonists	RSV antiviral HEp-2	HIV peptide binding	Rac1 GTP hydrolysis	Dengue-2 NS5 capping	GPR35 arrestin U2OS	K1F lysis inhibition	others
CN1CCN(c2ccc(CNC(=O)c3ccc4c(c3)OCCO4)cc2)CC1	-4%	6%	2%	0.2%	-1.0%	11%	5%	-10%	0.0%
O=C1CCCN1CCCNc1nc2c(S(=O)(=O)c3ccc(Br)cc3)nnn2c2ccccc12	-9%	11%	14%	1.4%	-1.4%	5%	-1%	-10%	0.1%
Cc1cc(C)c(S(=O)(=O)NCCc2ccncc2)c(C)c1	6%	5%	-2%	?	-0.1%	-2%	-4%	13%	0.0%
CNc1cc(C)nc(-n2nc(C)cc2C)n1	7%	-2%	12%	3.1%	1.7%	1%	-3%	-2%	0.2%
Cc1cc(C)c(S(=O)(=O)N/N=C/c2ccc([N+](=O)[O-])o2)c(C)c1	9%	2%	-9%	-0.5%	0.5%	12%	1%	-10%	-0.1%
O=S(=O)(Nc1nc2ccccc2nc1NCCO)c1cccc(Cl)c1	-1%	13%	-14%	3.7%	10%	-3%	-8%	-13%	-0.6%
COc1ccc(S(=O)(=O)N2CCCCCC2)cc1C(=O)N(C)Cc1ccc(F)cc1	-3%	14%	.	0.5%	.	1%	-12%	.	-0.1%[50 µM]
O=C(Cn1cc(C(F)(F)F)cc(Cl)c1=O)NCc1ccccc1	1%	4%	-13%	2.0%	-1.1%	3%	-8%	3%	0.1%
CC1CN(C(=O)c2cccc(S(=O)(=O)Nc3ccc(Cl)cc3)c2)CC(C)O1 (configuration not stated)	-5%	6%	17%	4.6%	1.3%	4%	-2%	-20%	0.9%
CC(C)(C)OC(=O)N[C@H](C(=O)OC(C)(C)C)c1ccccc1	.	.	.	0.6%	.	9%	-3%	.	1.4%
COc1ccc(C)cc1NC(=O)CSc1nnc(CC(=O)Nc2ccccc2F)n1C	4%	25%	15%	2.1%	-1.7%	6%	-1%	-18%	0.3%
CC(=O)NC(Cc1cccc(F)c1)C(=O)NC1CCN(c2ncccc2[N+](=O)[O-])CC1 (configuration not stated)	-2%	3%	-5%	3.5%	0.2%	4%	-6%	2%	0.1%
COc1ccc(CNC(=O)COc2ccc(S(=O)(=O)N3CCOCC3)cc2C)cc1	2%	3%	11%	11%	-0.5%	8%	-1%	-11%	0.2%
CS(=O)(=O)Nc1cccc(S(=O)(=O)N2CCN(C(=O)c3ccccc3)CC2)c1	6%	12%	-1%	1.5%	-1.3%	9%	-3%	16%	0.1%
CC(=O)N1CCC(O)(c2cccc(C(F)(F)F)c2)CC1	-2%	-3%	19%	-0.5%	1.0%	-2%	1%	28%	0.3%[50 µM]
COC(=O)[C@@H](NC(=O)Nc1cccc(Br)c1)C(C)C	-2%	3%	14%	0.6%	2.3%	-1%	4%	20%	-0.3%
N#CCSc1nc2[nH]ncc2c(=O)n1-c1ccccc1Br	-5%	4%	-6%	1.2%	1.2%	6%	-6%	-11%	1.4%
CC12CN3CC(C)(CN(C1)C3c1ccc(Br)cc1)C2 (configuration not stated)	-8%	3%	-2%	-0.6%	1.5%	10%	-3%	-8%	0.3%	Dengue-2 NS5 capping pilot replicate=2.7
COc1ccc2cc(C3c4cc(OC)c(OC)cc4CCN3C(=O)c3ccco3)c(=O)[nH]c2c1 (configuration not stated)	0%	14%	7%	20%	0.9%	2%	-4%	-4%	-0.3%
O=C(Cn1cnc2sc(-c3ccccc3)cc2c1=O)NCCc1ccccc1	1%	0%	-12%	0.7%	-0.4%	7%	-3%	1%	2.7%
CN(c1ccc(Cl)cc1)c1cc(=O)n(C)c2ccccc12	0%	6%	-8%	3.2%	3.1%	-1%	1%	0%	1.6%
COc1ccc(C(C(=O)NCC2CCCO2)N(C(=O)CNC(=O)c2ccco2)c2ccc(C)c(C)c2)cc1OC (configuration not stated)	-4%	29%	11%	2.6%	0.7%	5%	0%	-5%	0.5%
Nc1ccc(Cl)c(-c2nc3ncccc3o2)c1	11%	11%	13%	1.5%	-4.0%	6%	-3%	17%	4.1%
Cc1cccc2cc(-c3ccccc3)c(-c3ccccc3)c[n+]12	11%	13%	1%	1.7%	0.5%	18%	5%	0%	0.0%
Cc1ccc(C(=O)CN2C(=O)C(=O)N(Cc3ccccc3)C2=O)cc1	-5%	6%	4%	1.0%	-1.1%	8%	-7%	-2%	-1.1%

Going on with the list:
SMILES	PhoP inhibition	Large T inhibition	GPR55 antagonists	RSV antiviral HEp-2	HIV peptide binding	Rac1 GTP hydrolysis	Dengue-2 NS5 capping	GPR35 arrestin U2OS	K1F lysis inhibition	others
CCOC(=O)C1CCCN(C(=O)C2CCN(c3nnc(-n4cccc4)s3)CC2)C1 (configuration not stated)	-3%	7%	-3%	2.3%	2.5%	-2%	-4%	7%	-0.5%
O=C(CSc1nnc(-c2ccncc2)o1)NCc1ccccc1	2%	5%	4%	0.4%	0.7%	2%	-2%	.	0.3%
Cc1cccnc1NC(=S)Nc1ccc(F)cc1F	-8%	14%	1%	1.5%	1.0%	11%	-7%	6%	-0.2%
Cc1ccc(-c2nnn(CCC(=O)NC(C)(C)C)n2)cc1	7%	1%	-1%	2.0%	3.0%	0%	-4%	4%	2.1%
OC1CCN(C(=S)NCCc2ccccc2)CC1	-2%	7%	11%	0.7%	-2.7%	5%	-3%	-9%	1.1%
CC1CCCN(C(=O)C2c3ccccc3C(=O)N3CCc4ccccc4C23)C1 (configuration not stated)	12%	-2%	18%	-1.2%	2.0%	1%	-3%	11%	-0.7%
COc1ccc(NC(=O)C2CCCN(c3nc(C)cc(C)n3)C2)cc1 (configuration not stated)	5%	4%	2%	-0.4%	-1.7%	2%	-9%	11%	-0.5%
COc1ccccc1NC(=O)C/C(N)=N/O	6%	4%	-7%	2.4%	-1.4%	3%	-6%	-9%	-1.2%
Cc1ccc(S(=O)(=O)N2CCCCC2)cc1NC(=O)C1CCC1	.	.	.	0.1%	.	0%	-2%	.	0.7%[50 µM]
COc1cc(C(=O)NC(C)CCc2ccccc2)cc(OC)c1OC (configuration not stated)	0%	20%	5%	1.6%	-1.1%	7%	-7%	12%	0.3%
CCCOc1ccc(-c2nc3c(c(=O)[nH]c(=O)n3Cc3ccccc3)n2CCO)cc1OCC	2%	11%	11%	3.9%	-1.6%	6%	-4%	0%	0.2%
CC1(c2ccccc2)NC(=O)N(CC(=O)Nc2ccc3c(c2)OCO3)C1=O (configuration not stated)	-18%	12%	13%	0.5%	0.2%	3%	4%	15%	-0.2%
O=C(CCS(=O)(=O)c1ccccc1)NC1CCCC1	-1%	19%	-5%	1.2%	-2.1%	-4%	-3%	-1%	-0.1%
O=C(CNC(=O)C1CCCCC1)NC1CCCCC1	-6%	16%	.	1.1%	-1.3%	4%	-6%	-9%	-0.9%
Cc1cc(=O)[nH]c(-c2ccc(C(F)(F)F)cc2)n1	-1%	2%	5%	2.0%	-1.1%	7%	1%	5%	0.9%
CCCS(=O)(=O)N1CCC(C(=O)N2CCC(Cc3ccccc3)CC2)CC1	6%	6%	-7%	-0.6%	-2.8%	1%	-5%	2%	-0.8%
COc1ccc(Nc2oc(-c3ccccc3F)nc2C#N)cc1	-7%	4%	4%	-0.6%	-1.3%	6%	1%	18%	-1.6%
Brc1ccc(-c2cnc(-c3cccs3)o2)cc1	10%	3%	11%	8.5%	-1.9%	3%	-8%	-8%	-0.7%
COc1ccc(Cl)cc1NC(=S)Nc1ccccc1F	6%	5%	-2%	-1.2%	-2.1%	4%	-6%	-24%	-1.6%
Cn1nccc1C(=O)N1CCCC(C(=O)c2ccc(C(F)(F)F)cc2)C1 (configuration not stated)	2%	16%	-7%	13%	-0.2%	7%	5%	6%	0.7%
O=c1[nH]c(CCC2CCCC2)nc2ccccc12	1%	8%	1%	1.5%	0.1%	9%	0%	7%	3.7%[50 µM]
CC(C)CN(CC(C)C)c1ccc(/C=N/n2cnnc2)cc1[N+](=O)[O-]	-2%	17%	-5%	6.0%	-4.0%	5%	-2%	-4%	-0.8%
COc1ccc2nc(N3C(=O)CC(C(C)c4ccccc4)C3=O)sc2c1 (configuration not stated)	-11%	13%	-3%	1.3%	0.6%	9%	-8%	21%	0.6%[50 µM]
CCOc1ccc(CC(C(=O)NN)C(=O)NN)cc1CN(C)C	-8%	3%	2%	-0.7%	-2.4%	-7%	-3%	13%	-1.0%
CNc1oc(-c2ccccc2F)nc1S(=O)(=O)c1ccc(C)cc1	5%	3%	-1%	4.4%	1.3%	3%	-1%	4%	0.0%

Additional entries
SMILES	PhoP inhibition	Large T inhibition	GPR55 antagonists	RSV antiviral HEp-2	HIV peptide binding	Rac1 GTP hydrolysis	Dengue-2 NS5 capping	GPR35 arrestin U2OS	K1F lysis inhibition	others
COc1cc(NS(=O)(=O)c2ccc(NC(=O)c3ccc(Cl)cc3Cl)cc2)ncn1	-6%	12%	6%	1.5%	7.0%	6%	-7%	2%	0.0%
CCSc1ncnc2c1sc1nc3c(cc12)COC(C)(C)C3	15%	7%	3%	2.8%	2.3%	11%	-5%	14%	-1.1%
Cn1c(=O)[nH]c(=O)c2c1nc(NCc1ccccc1)n2Cc1ccc(F)cc1	12%	1%	15%	0.4%	1.0%	12%	-3%	10%	0.4%
CCOC(=O)c1cc2c(=O)n3ccccc3nc2n(Cc2ccco2)c1=NC(=O)c1ccc(OC)cc1	-2%	24%	-13%	-0.2%	11%	19%	-2%	1%	0.1%
C1CN(c2nc3nonc3nc2N2C[C@H]3CC[C@H]2C3)CCS1	-4%	-2%	8%	2.9%	0.2%	10%	-1%	11%	0.1%
Cc1ccc(-n2c(SCc3nc4ccccc4[nH]3)nnc2-c2ccncc2)cc1	-6%	5%	-6%	1.8%	-0.5%	10%	-8%	9%	4.0%[50 µM]
COc1ccc(C(=O)NNC(=S)NC(=O)C(C)(C)C)cc1	-7%	6%	2%	-3.0%	-1.0%	8%	-10%	-2%	-2.6%[50 µM]
O=[N+]([O-])c1cc(-c2cnc3ccccc3n2)ccc1Oc1ccc(Br)cc1	-5%	-4%	11%	3.5%	-1.6%	8%	3%	12%	0.3%	Dengue-2 NS5 capping pilot replicate=-8.2
CC1=C(C(=O)Nc2ccccc2)C(c2ccco2)NC(=O)N1 (configuration not stated)	8%	7%	.	-0.9%	.	1%	-4%	.	3.7%

This is a random part of the collection; about 1.5% have a hit in one of these screens.
